CatL inh: inhibitors of human cathepsin L, biochemical. Procathepsin L (Homo sapiens), P07711. purified cathepsin L, fluorogenic substrate, fluorescence. inhibition, %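 (tested at 10 µM)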. 0.17% of 58,000 active; in the data active = inhibition above about 45%;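 note: 0% = enzyme with no compound and 100% = no enzyme blank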
DUSP1 inh: MKP-1 phosphatase inhibitors, primary screen, biochemical, in vitro; inhibition, %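 (compounds tested at a single concentration somewhere between 10 and 100 µM)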; 0.15% of 65,000 active; recombinant MKP-1, OMFP hydrolysis fluorescence; Dual specificity protein phosphatase 1 (Homo sapiens), P28562;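 active = inhibition above about 50%, limit read from the data; inconclusive = inhibition over screen mean plus 3 SD, below that limit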;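 note: 0% = DMSO max control wells and 100% = wells with enzyme stopped by NaOH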
Target sequence (P28562 whole entry, looked up): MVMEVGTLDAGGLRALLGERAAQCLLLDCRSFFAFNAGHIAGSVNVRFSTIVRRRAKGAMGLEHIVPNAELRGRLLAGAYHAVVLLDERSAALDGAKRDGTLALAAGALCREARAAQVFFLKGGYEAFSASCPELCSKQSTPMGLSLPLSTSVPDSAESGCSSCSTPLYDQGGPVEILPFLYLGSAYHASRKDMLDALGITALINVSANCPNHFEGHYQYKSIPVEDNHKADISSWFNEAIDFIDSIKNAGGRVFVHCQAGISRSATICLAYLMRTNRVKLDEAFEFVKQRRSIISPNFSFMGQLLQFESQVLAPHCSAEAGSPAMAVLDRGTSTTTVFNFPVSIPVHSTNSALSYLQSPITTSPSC
Hsp90 block: tumor Hsp90 inhibitors, primary screen, cell lysate, fluorescence polarization, NCI-N417 lysate | Heat shock protein HSP 90-alpha (Homo sapiens), P07900 | inhibition, % at 30 µM | Cy3B-geldanamycin FP displacement | 0.35% of 64,000 active;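 active = inhibition above 50%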;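 note: 0% = tracer plus lysate wells and 100% = tracer alone without lysate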
C1s block: complement C1s protease inhibitors, primary screen, biochemical, 10-compound mixtures. Complement C1s subcomponent (Homo sapiens), P09871. 0.16% of 62,000 active. mean inhibition % of two 10-compound mixtures (active compounds read high), % at 5 µM (by protocol). purified C1s, fluorogenic AMC substrate, pooled mixtures;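 active = inhibition above 20% in each of the two 10-compound mixture wells holding the compound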;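 note: 0% = enzyme wells lacking compound mixture and 100% = no-enzyme blank wells; some compounds called inactive have numbers as strong as hits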
5HT1a ag: human 5-HT1a receptor agonists, primary screen, cell-based, CHO, Ga15 NFAT-bla reporter. 5-hydroxytryptamine receptor 1A (Homo sapiens), P08908. CHO 5-HT1a Ga15 NFAT-bla reporter, FRET ratio; 0% basal, 100% maximal reference agonist. activation, % at 10 µM. 0.56% of 65,000 active;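 active = activation above the screen-wide mean activation plus 3 SD, cut at about 19% in these data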;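 note: 0% = DMSO wells and 100% = 5-CT at EC100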
FXIIa mix inh: human factor XIIa inhibitors, primary screen, biochemical, pooled compound mixtures, fluorogenic substrate | Coagulation factor XII (Homo sapiens), P00748 | inhibition, % at 5 µM | 0.2% of 62,000 active | purified FXIIa | AID 684, 2007;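 note: 0% = enzyme without compound and 100% = no enzyme blank; some results filed as inactive read as strong as hits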
Target sequence (P00748 20-372 limits assumed): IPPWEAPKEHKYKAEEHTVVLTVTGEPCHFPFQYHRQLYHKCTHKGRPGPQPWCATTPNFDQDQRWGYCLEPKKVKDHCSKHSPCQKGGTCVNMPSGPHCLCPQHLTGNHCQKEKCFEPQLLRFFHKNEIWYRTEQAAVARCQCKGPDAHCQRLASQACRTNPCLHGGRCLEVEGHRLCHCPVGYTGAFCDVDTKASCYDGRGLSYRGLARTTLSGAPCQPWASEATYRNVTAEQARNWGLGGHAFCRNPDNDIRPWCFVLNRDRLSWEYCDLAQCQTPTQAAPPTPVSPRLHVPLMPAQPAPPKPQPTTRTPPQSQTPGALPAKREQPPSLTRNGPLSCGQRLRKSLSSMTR
Target sequence (P00748 373-615 limits assumed): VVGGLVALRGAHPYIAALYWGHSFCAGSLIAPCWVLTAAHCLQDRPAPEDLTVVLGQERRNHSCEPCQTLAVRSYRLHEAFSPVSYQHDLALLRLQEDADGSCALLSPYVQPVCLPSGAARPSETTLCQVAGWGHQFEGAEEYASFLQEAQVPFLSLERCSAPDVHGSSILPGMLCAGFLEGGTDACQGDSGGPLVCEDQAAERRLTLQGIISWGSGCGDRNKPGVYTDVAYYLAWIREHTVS
FXIa mix inh: FXIa protease inhibitors in compound pools, primary screen, biochemical, 10-compound mixtures. inhibition, % at 5 µM. purified FXIa, fluorogenic substrate, pooled mixtures. Coagulation factor XI (Homo sapiens), P03951. 0.19% of 62,000 active;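 note: each value is inhibition by a whole ten-compound pool holding the compound; 0% = enzyme with no mixture and 100% = wells lacking enzyme; strong numbers were not always called active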
Cdc25B inh: inhibitors of Cdc25B phosphatase catalytic domain, primary screen, biochemical, OMFP fluorescence; AID 368, 2006; inhibition, %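 (compounds tested at 10 µM final in the well)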; recombinant Cdc25B, OMFP fluorescence Ex485/Em525; 0.1% of 65,000 active; M-phase inducer phosphatase 2 (Homo sapiens), P30305; in the data active = inhibition above about 50%
CatG inh: human cathepsin G inhibitors, primary screen, biochemical, pooled compound mixtures, AMC fluorescence; purified enzyme, AMC-tetrapeptide fluorescence; P08311; 0.2% of 62,000 active; inhibition, % at 5 µM (by protocol);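 active = inhibition above 20% in each of the two mixture wells holding the compound; inactive = inhibition of 20% or less in either well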;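 note: 0% = enzyme control without mixture and 100% = blank lacking enzyme; strong numbers were not always called active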
* = called active by the depositor; ? = inconclusive; / = not tested or not shown. Cut-off read from the data, not from the text of the source, unless noted: active = inhibition above about 20% (passing the limit was not always enough); inactive = the rest.

1: CCc1cc(=O)oc2cc(C)cc(OCc3nn[nH]n3)c12
2: Cc1cc(=O)n2nc(N3CCCC(C(=O)NCCCN4CCc5ccccc5C4)C3)sc2n1 (configuration not stated)
3: O=C(Nc1ccc(Oc2ncccn2)cc1)c1ccco1
4: CCCCOC(=O)c1ccc(NC(=O)c2ccoc2C)cc1
5: COc1ccccc1NC(=O)N1c2ccc(F)cc2CCC1C (configuration not stated)
6: O=C1C(Cl)=C(N2CCCCC2)C(=O)N1c1ccccc1Cl
7: O=C(Nc1ccc(N2CCOCC2)cc1)C1CCCN(S(=O)(=O)c2cccc(C(F)(F)F)c2)C1 (configuration not stated)
8: Cc1cccc(-c2noc(CN(C)S(=O)(=O)c3cc(Cl)ccc3Cl)n2)c1

assay / compound	1	2	3	4	5	6	7	8
CatL inh	-12	28	-13	-1	5	-1	8	-1
DUSP1 inh	-6	6	0	8	1	-2	-9	-3
Hsp90 block	-4	-2	4	-11	-3	-2	0	-2
C1s block	-16	8	1	5	15	3	1	-77
5HT1a ag	0.1	3.4	-1.4	-1.2	-1.9	-2.5	-3.8	-1.0
FXIIa mix inh	1	5	5	-6	2	5	3	6
FXIa mix inh	0	6	8	8	1	22*	-2	-24
Cdc25B inh	1	-21	-16	-4	-1	-7	-13	-18
CatG inh	6	10	0	0	-1	9	8	-29

9: CCn1c(COc2cccc(OC)c2)nnc1SCC(=O)Nc1ccccc1C(=O)OC
10: Cc1cccc(-n2ncc3c(NCc4ccccn4)ncnc32)c1
11: CCCn1c(=N)c(C(=O)NCC2CCCO2)cc2c(=O)n3cccc(C)c3nc21 (configuration not stated)
12: COc1ccc(-n2ncc3c(NCCCN4CCOCC4)ncnc32)cc1
13: CC(C)OCCCNC(=O)c1cc2c(s1)CS(=O)(=O)C2
14: COc1cc(OC)cc(-c2nnc(SCC(=O)N3CCCC3)o2)c1
15: NC(=O)c1ccsc1NC(=O)COC(=O)C1CCCN1C(=O)c1cccs1 (configuration not stated)
16: CC(Oc1ccc(Cl)cc1Cl)C(=O)NC1CCSC1=O (configuration not stated)

assay / compound	9	10	11	12	13	14	15	16
CatL inh	14	1	-40	9	9	-2	23	8
DUSP1 inh	4	15	-20	-4	-6	-28	0	-7
Hsp90 block	1	-3	-2	-6	-5	1	-2	-2
C1s block	14	0	-157	9	-8	-4	3	-1
5HT1a ag	-2.3	-2.5	0.8	1.2	0.8	-1.0	0.3	0.2
FXIIa mix inh	1	-22	0	-9	-3	2	7	6
FXIa mix inh	9	4	-29	10	2	2	0	4
Cdc25B inh	-29	-2	-7	-5	-8	-5	-6	-5
CatG inh	-8	0	-9	10	1	2	1	8

The final three records of the section above are carried over, then new ones follow.
14: COc1cc(OC)cc(-c2nnc(SCC(=O)N3CCCC3)o2)c1
15: NC(=O)c1ccsc1NC(=O)COC(=O)C1CCCN1C(=O)c1cccs1 (configuration not stated)
16: CC(Oc1ccc(Cl)cc1Cl)C(=O)NC1CCSC1=O (configuration not stated)
17: CC1(C)C2CCC1(C)C(NC1=NCCC1)C2 (configuration not stated)
18: c1ccc(Cn2c(CNc3nc4ccccc4n3CCN3CCOCC3)nc3ccccc32)cc1
19: COCCNC(=O)CS(=O)Cc1nc(-c2ccc(OC)cc2)oc1C (configuration not stated)
20: O=C(COc1ccc(Cl)cc1)NC1CCSC1=O (configuration not stated)
21: O=C1CC(C(=O)Nc2ccccc2)N=C(N2CCOCC2)N1 (configuration not stated)
22: Cc1ccc2c(c1)c1c(n2CC(O)CN2C(=O)CNC2=O)C(=O)CCC1 (configuration not stated)
23: CC(C)C[C@H](N)c1nnc(S(=O)(=O)Cc2ccc(F)cc2)o1
24: Cc1cc(N2CCN(Cc3ccc4c(c3)OCO4)CC2)n2ncnc2n1

assay / compound	14	15	16	17	18	19	20	21	22	23	24
CatL inh	-2	23	8	1	/	/	11	20	/	14	-7
DUSP1 inh	-28	0	-7	24	11	4	0	-1	2	-10	8
Hsp90 block	1	-2	-2	0	-2	-4	-3	1	1	-2	2
C1s block	-4	3	-1	-8	-26	-1	2	11	-9	9	13
5HT1a ag	-1.0	0.3	0.2	-3.1	1.4	-2.2	-1.0	0.3	1.3	-0.1	-0.3
FXIIa mix inh	2	7	6	-20	-2	5	9	10	-2	9	-4
FXIa mix inh	2	0	4	5	-8	6	0	-1	3	12	4
Cdc25B inh	-5	-6	-5	-10	-23	-10	-14	-7	-6	-2	-5
CatG inh	2	1	8	1	3	3	10	14	8	19	10

25: CCOCCCNC(=O)c1c[nH]c2cc(C)ccc2c1=O
26: COC(=O)Cn1ncc2c(C)n(Cc3ccccc3)c(C)c2c1=O
27: O=S(=O)(NCc1cn2ccsc2n1)c1ccc(Oc2ccccc2)cc1
28: Cc1nc(CN2CCN(C(=O)c3ccc(Br)cc3)CC2)cs1
29: OCCSc1nc(-c2cccnc2)nc2ccccc12
30: Cc1ccc2c(c1)-c1c(cnn1CC(=O)O)CO2
31: Cc1c(C(=O)Nc2c(C)n(C)n(-c3ccccc3)c2=O)oc2ccccc12
32: Fc1ccc(C(c2nnnn2Cc2cccs2)N2CCN(C3CCCCC3)CC2)cc1 (configuration not stated)

assay / compound	25	26	27	28	29	30	31	32
CatL inh	/	3	-6	7	12	0	-2	15
DUSP1 inh	7	0	-6	6	28	2	-3	-7
Hsp90 block	-1	-1	-1	-2	/	-6	0	-3
C1s block	-87	-13	11	10	31	2	-12	12
5HT1a ag	-1.1	0.2	-2.5	-0.7	2.3	-1.4	-0.5	-2.4
FXIIa mix inh	-16	2	6	-18	3	-1	10	-6
FXIa mix inh	-17	9	8	11	0	9	12	8
Cdc25B inh	15	-7	-6	-14	-14	-7	-11	-17
CatG inh	-2	3	11	15	12	4	5	30

A portion of the results above, as a working copy:
25: CCOCCCNC(=O)c1c[nH]c2cc(C)ccc2c1=O
26: COC(=O)Cn1ncc2c(C)n(Cc3ccccc3)c(C)c2c1=O
27: O=S(=O)(NCc1cn2ccsc2n1)c1ccc(Oc2ccccc2)cc1
28: Cc1nc(CN2CCN(C(=O)c3ccc(Br)cc3)CC2)cs1

assay / compound	25	26	27	28
CatL inh	/	3	-6	7
DUSP1 inh	7	0	-6	6
Hsp90 block	-1	-1	-1	-2
C1s block	-87	-13	11	10
5HT1a ag	-1.1	0.2	-2.5	-0.7
FXIIa mix inh	-16	2	6	-18
FXIa mix inh	-17	9	8	11
Cdc25B inh	15	-7	-6	-14
CatG inh	-2	3	11	15

(listing goes on)
33: Cc1ccsc1C(C(=O)NC1CCCCC1)N(C(=O)Cc1cccs1)C1CC1 (configuration not stated)
34: CCOc1ccccc1NC(=O)CN(C)S(=O)(=O)c1cccc2nsnc12
35: CCOc1cc(C2C(C(=O)N3CCCCC3)=C(C)NC3=C2C(=O)CCC3)cc(Br)c1O (configuration not stated)
36: Cc1cc(C(F)(F)F)nn1-c1nc(-c2ccco2)cc(C(F)(F)F)n1
37: CC(C)C1N=C2c3ccccc3N=C(SCc3cc(=O)n4ccccc4n3)N2C1=O (configuration not stated)
38: N#CCCN(C(=O)c1ccco1)c1ccccc1
39: Cc1cn(-c2ccc(Br)cc2)[nH]c1=O
40: COc1ccc(C2CC(c3ccc(C)cc3)Nc3nc(N)nn32)cc1 (configuration not stated)

assay / compound	33	34	35	36	37	38	39	40
CatL inh	10	23	-37	1	1	21	12	0
DUSP1 inh	-8	-1	12	4	-2	-5	-7	0
Hsp90 block	-1	-1	-4	8	-2	-5	1	-1
C1s block	4	20	4	-24	-14	/	1	/
5HT1a ag	-3.0	-2.5	-0.2	-1.9	0.3	-0.7	0.5	2.4
FXIIa mix inh	21	-14	3	-1	-1	/	-7	/
FXIa mix inh	-1	2	12	-5	-1	/	-2	/
Cdc25B inh	4	-1	3	-12	-4	-40	-5	11
CatG inh	1	12	3	-9	-14	/	5	/

41: CCc1ccc(NC(=O)c2cc(C(C)C)on2)cc1
42: O=C(NCc1ccccc1)c1ccc(CN2CCOCC2)cc1
43: COC(=O)c1ccc2c(=O)n(Cc3ccco3)c(SCC(=O)Nc3ccccc3Cl)nc2c1
44: COc1ccc(OC)c(NC(=O)CN(c2ccc(OC)c(Cl)c2)S(C)(=O)=O)c1
45: CCOc1ccccc1NC(=O)c1ccc(F)c(S(=O)(=O)N2CCC3(CC2)OCCO3)c1
46: COc1ccc(N(CC(=O)Nc2ccc3c(c2)OCCO3)S(=O)(=O)c2c(C)noc2C)cc1
47: CCCc1cc(=O)n2[nH]c(Cc3ccccc3)nc2n1
48: CCN(C(=O)CN1CCN(c2ccc(O)cc2)CC1)c1c(N)n(Cc2ccccc2)c(=O)[nH]c1=O

assay / compound	41	42	43	44	45	46	47	48
CatL inh	3	8	5	/	-2	14	7	/
DUSP1 inh	-6	9	?	6	23	-1	-7	-10
Hsp90 block	-3	-4	-2	0	-3	-1	-1	2
C1s block	19	-25	-7	15	-1	-101	-162	3
5HT1a ag	-3.0	-3.2	-0.4	-0.4	-2.7	-2.3	-0.7	1.4
FXIIa mix inh	5	6	6	3	3	-2	1	-14
FXIa mix inh	5	8	7	6	3	-17	-26	5
Cdc25B inh	-10	-5	21	-22	-4	8	-18	-5
CatG inh	10	1	0	10	-2	-4	-10	1

49: CSCCC(NS(=O)(=O)c1ccc2c(c1)OCCO2)C(=O)NCCc1ccccn1 (configuration not stated)
50: Cc1ccc(-n2c(=O)c3c4c(sc3n3c(C)nnc23)COC(C(C)C)C4)cc1 (configuration not stated)
51: O=C(/C=N/O)NCCCn1ccnc1
52: Cc1oc(-c2ccc(Cl)cc2)nc1CN1CCC(C(=O)NCCCN2CCOCC2)CC1
53: COC(=O)COc1ccc(-c2nn(C)c(=O)c3ccccc23)cc1
54: COC(=O)Cc1cc(=O)n(-c2nc3ccccc3[nH]2)[nH]1
55: CC(=O)C1C(c2ccccc2OC(F)F)NC(=O)NC1(O)C(F)(F)F (configuration not stated)
56: COc1ccccc1N1CCN(CC(=O)c2c(C)n(C)c3ccccc23)CC1

assay / compound	49	50	51	52	53	54	55	56
CatL inh	24	0	9	27	6	-2	18	2
DUSP1 inh	8	-5	11	10	22	-10	13	-9
Hsp90 block	2	-2	-3	-6	-9	-5	0	-5
C1s block	12	/	6	-8	-12	9	15	15
5HT1a ag	-2.9	1.2	-4.5	0.2	-2.0	1.1	-0.1	0.4
FXIIa mix inh	-1	/	3	4	2	9	-6	6
FXIa mix inh	7	/	13	-4	0	5	3	5
Cdc25B inh	-14	-30	4	-13	-1	4	3	-3
CatG inh	11	/	20	8	2	11	12	9

57: Cc1cnc(NC(=O)COc2ccccc2Cl)s1
58: O=C(O)C1CC=CCC1C(=O)Nc1ccc(F)c(F)c1 (configuration not stated)
59: c1ccc(Cn2c(SCc3nc4ccccc4s3)nnc2-c2ccco2)cc1
60: Cc1cc(C(F)(F)F)nc(SCc2ccc(C(=O)O)o2)n1

assay / compound	57	58	59	60
CatL inh	3	6	12	2
DUSP1 inh	-3	-3	20	-2
Hsp90 block	0	-2	-2	-4
C1s block	-31	-6	-1	-25
5HT1a ag	-1.4	-2.0	-2.7	-0.7
FXIIa mix inh	5	-17	15	1
FXIa mix inh	3	-7	8	-4
Cdc25B inh	-10	-8	-15	9
CatG inh	-11	7	-1	-9
